Tn7 DDE FP: inhibitors of Tn7 peptide binding to human fibrin DD(E). FP displacement of FITC-Tn7 peptide from fibrin DD(E); 0% = median of compound wells per plate. inhibition, % at 8.3 µM. hit rate 0.13% among 370,000. AID 720508;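 active = inhibition above the mean of compounds falling within the control limits plus 3 SD of them, cut at about 14% in these data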;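 also: 0% = plate median of compound wells and 100% = 10 µM Aha-Tn7 peptide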
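System: human fibrin DD(E); quantity: Fibrin-DD(E) at 2 µM final; also added: fluorescent Tn7 probe at 0.1 µM; compound dosing: single nominal test concentration of 8.3 µM per compound; schedule: 10 min preincubation, 3 h with tracer, room temperature; detection: fluorescence polarization of the labelled Tn7 tracer; repeats: one replicate per compound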
ARFGAP1 inhibitor: rat ARFGAP1 inhibition; inhibition, % at 16.5 µM; hit rate 0.26% among 360,000; Q62848; Arfgap1-stimulated ARF1 GTP hydrolysis, GDP FP detection; AID 651572;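 active = inhibition above a per-plate limit, mean inhibition of low control wells plus 3 SD, cut at about 25% in these data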;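 also: 0% = DMSO wells with enzyme and 100% = wells lacking Arfgap1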
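System: truncated rat Arfgap1 GAP domain / Medium: HEPES-based buffer, pH 7.5 / Also added: N-terminally truncated human ARF1-GTP substrate / Incubation: enzyme reaction 120 min at 25 °C after 20 min preincubation / Measured by: FP of antibody-bound GDP Alexa 633 tracer, ex 620/em 688 nm / Replicates: singlicate, each compound tested once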
PLCb3 inh: blocks human PLC-beta3 enzyme activity; Q01970; Purified PLC-beta3, fluorogenic substrate, fluorescence; inhibition, % at 12.2 µM; hit rate 0.18% among 370,000; AID 720704; in the data active = inhibition above about 11%;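 also: 0% = median of compound wells on plate and 100% = full blocker control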
ASAP1 GAP inh: inhibitors of human ASAP1 ArfGAP activity | hit rate 0.19% among 360,000 | Q9ULH1 | inhibition, % at 16.5 µM | ASAP1-stimulated ARF1 GTP hydrolysis, GDP FP detection | AID 624377; in the data active = inhibition above about 25%;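 also: 0% = vehicle with enzyme and substrate and 100% = no enzyme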
NR1D1 modulator: Rev-erb alpha (human) modulation; AID 1259318; hit rate 0.79% among 370,000; Rev-erbα–FITC-DNA binding, fluorescence polarization, 90 min; activity, % at 10 µM;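 active = activity above about 14%, limit read from the data; passing the limit was not always enough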;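 also: 0% = DMSO wells with 35 nM protein and 100% = DMSO wells with 750 nM protein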
Target sequence (P20393 whole entry, looked up): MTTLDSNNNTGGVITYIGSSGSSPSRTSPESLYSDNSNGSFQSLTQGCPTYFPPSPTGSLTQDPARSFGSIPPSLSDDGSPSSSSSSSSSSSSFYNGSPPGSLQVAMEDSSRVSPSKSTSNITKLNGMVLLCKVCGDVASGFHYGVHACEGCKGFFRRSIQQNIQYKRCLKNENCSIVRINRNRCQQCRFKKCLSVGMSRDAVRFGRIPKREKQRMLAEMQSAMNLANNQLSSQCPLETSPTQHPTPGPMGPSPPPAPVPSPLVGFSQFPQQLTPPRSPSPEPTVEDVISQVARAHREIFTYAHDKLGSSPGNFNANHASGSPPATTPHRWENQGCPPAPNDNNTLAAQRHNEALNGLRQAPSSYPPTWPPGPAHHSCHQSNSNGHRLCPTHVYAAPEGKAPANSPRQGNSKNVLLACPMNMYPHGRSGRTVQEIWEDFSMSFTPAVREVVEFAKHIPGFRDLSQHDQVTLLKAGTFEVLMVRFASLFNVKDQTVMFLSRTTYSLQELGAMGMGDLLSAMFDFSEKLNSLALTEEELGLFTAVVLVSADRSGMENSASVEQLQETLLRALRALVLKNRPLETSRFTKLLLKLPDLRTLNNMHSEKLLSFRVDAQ
HGIII-sPLA2 inh: Inhibits HGIII-sPLA2 liposome hydrolysis, primary screen; AID 743126; inhibition, % at 12.2 µM; QFRET BODIPY PC-A2 liposome hydrolysis, fluorescence; hit rate 0.56% among 370,000; Q9NZ20;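 active = inhibition above mean plus 3 SD of compounds lying within the high and low control bounds, cut at about 19% in these data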;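 also: 0% = median of test compound wells and 100% = no enzyme DMSO wells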
Target sequence (Q9NZ20 whole entry, looked up): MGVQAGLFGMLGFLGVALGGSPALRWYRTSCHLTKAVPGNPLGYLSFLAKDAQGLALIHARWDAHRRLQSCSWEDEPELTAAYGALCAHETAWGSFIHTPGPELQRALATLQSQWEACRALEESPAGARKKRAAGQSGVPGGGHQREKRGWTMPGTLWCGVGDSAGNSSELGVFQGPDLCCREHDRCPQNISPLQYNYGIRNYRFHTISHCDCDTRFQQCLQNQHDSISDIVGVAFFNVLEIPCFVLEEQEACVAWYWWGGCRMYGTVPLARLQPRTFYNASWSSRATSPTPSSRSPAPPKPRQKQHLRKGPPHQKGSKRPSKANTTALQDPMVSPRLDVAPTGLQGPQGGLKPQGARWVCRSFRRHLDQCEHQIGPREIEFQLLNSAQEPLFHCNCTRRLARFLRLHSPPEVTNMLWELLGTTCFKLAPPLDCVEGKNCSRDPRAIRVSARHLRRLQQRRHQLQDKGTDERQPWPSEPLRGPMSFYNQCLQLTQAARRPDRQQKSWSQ
KLK7 zymogen act: proKLK7 (human) activation, primary screen. P49862. activation, % at 7 µM. purified proKLK7, EDANS-DABCYL substrate fluorescence; 100% is mature enzyme control, 0% vehicle. hit rate 0.9% among 370,000;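 active = activation above the mean of all tested compounds plus 3 SD, computed per campaign excluding outliers beyond control limits, cut at about 13% in these data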
PLC-gamma1 inh: inhibitors of human phospholipase C gamma1; hit rate 0.84% among 370,000; purified PLC-gamma1, fluorogenic substrate, fluorescence; P19174; inhibition, % at 12.2 µM; in the data active = inhibition above about 9.5%
DDE Tn6 FP inh: disrupts Tn6 cyclic peptide binding to fibrin D-Dimer-E complex; P02675; Fibrin DD(E) TRITC-Tn6 fluorescence polarization displacement; inhibition, % at 8.3 µM; hit rate 0.21% among 370,000; AID 720509;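 active = inhibition above a per-campaign cutoff: mean of compounds within control limits plus 3 SD, cut at about 15% in these data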;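 also: 0% = median of all compound wells on the plate and 100% = blocking peptide control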
UHRF1 binding: blocks human UHRF1 binding to methylated DNA; inhibition, % at 4.4 µM; Q96T88; AID 687016; hit rate 0.75% among 370,000; UHRF1 binding to methylated oligo, TR-FRET; in the data active = inhibition above about 21%;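 also: UHRF1 SRA domain binding a hemimethylated CpG hairpin DNA probe; 0% = median of test compound wells and 100% = reference inhibitor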
Starred values were filed as active, the others as inactive; x = not tested or not shown.

SMILES	Tn7 DDE FP	ARFGAP1 inhibitor	PLCb3 inh	ASAP1 GAP inh	NR1D1 modulator	HGIII-sPLA2 inh	KLK7 zymogen act	PLC-gamma1 inh	DDE Tn6 FP inh	UHRF1 binding
NC(=O)C1=C[C@@H](c2ccc(Br)cc2)C[C@@H](OCCCCO)O1	4	-5	-12	17	3	0	0.1	-3	2	-8
C/C(=N/Nc1ccccc1[N+](=O)[O-])c1ccc([N+](=O)[O-])cc1	4	2	-4	0	-1	11	-0.2	1	2	0
COC(=O)N1Cc2ccnnc2CC1c1ccccc1-c1ccc(F)cc1 (configuration not stated)	-2	-4	4	-10	8	7	0.3	1	9	2
O=C1CN(Cc2ccccc2)C(=NCc2ccco2)S1	-5	9	1	-2	-1	-42	0.1	-23	-9	2
O=C(COC(=O)c1cncc(Br)c1)NC12CC3CC(CC(C3)C1)C2	-3	-7	-4	8	1	-6	0.9	-4	2	-2
COc1ccccc1OCCNC(=O)CN(c1cccc(C)c1)S(=O)(=O)c1ccccc1	-4	3	-6	-7	12	-12	0.1	0	-1	1
O=[N+]([O-])c1cnc2nc(-c3ccncc3)nn2c1O	7	-8	2	3	0	3	0.0	3	-4	-1
N#Cc1c(NC(=O)CSc2ncc(-c3ccccc3)n2CC2CCCO2)sc2c1CCCC2 (configuration not stated)	4	-10	0	3	3	2	-0.1	1	4	2
CCOC(=O)C1=C(C)C(c2ccc(OC)cc2)NC(=S)N1 (configuration not stated)	-9	0	3	-7	0	13	0.0	0	-5	1
COc1ccc(Nc2c(CC(C)C)nc3nc(C)cc(C)n23)cc1	-2	2	-13	-3	-4	10	0.2	-6	-3	2
CCC(C)NC(=O)COC(=O)c1csc2c1CCCC2 (configuration not stated)	-5	9	-1	-10	4	0	-0.7	0	1	0
O=C(/C=C/c1ccc(Cl)c([N+](=O)[O-])c1)c1cccnc1	0	0	-4	8	7	-3	0.4	4	-4	0
Cn1ccc2c(-c3ccc(CO)cc3)cc3c(c21)C1CCC3O1 (configuration not stated)	-9	1	-260	8	9	-16	6.2	-210	-1	0
O=C1N=c2ccccc2=C1c1c(O)[nH]c2c(C(F)(F)F)cccc12	-2	-18	-1	6	-2	1	0.3	-2	-2	-1
Cc1cccc(Cn2c(SCC(=O)Nc3ccccc3)nc3c2c(=O)[nH]c(=O)n3C)c1	-1	2	2	10	4	-1	-0.4	4	6	2
CN(c1ccc(C(=O)NCCCn2ccnc2)cc1)S(C)(=O)=O	5	5	-4	0	-5	15	-0.2	-3	5	1
COCC(=O)Nc1ccc2c(c1)OCC(=O)N2Cc1ccccc1F	-1	3	-11	1	-4	8	-0.1	-3	3	-1
Cc1ccc(CN2CC(C(=O)Nc3nnc(SCc4c(Cl)cccc4Cl)s3)CC2=O)cc1 (configuration not stated)	6	4	0	5	-2	-8	-0.1	0	-3	-2
Clc1ccc(-n2ncc3c(NCc4ccccn4)ncnc32)cc1	-3	2	7	17	3	-1	0.3	1	0	1
COc1cc(NC(=O)c2cnn3c(C)cc(C)nc23)c(OC)cc1Cl	0	3	3	4	-3	-7	0.0	0	1	0
O=C(Cn1nnc(-c2ccc(F)cc2)n1)Nc1ccc2c(c1)OCCO2	15*	16	-2	1	-4	-6	-0.1	-1	10	-2
CC(=O)N(c1cccc(Br)c1)C1C=CS(=O)(=O)C1 (configuration not stated)	-2	2	4	10	0	1	-0.1	4	0	5
CCCCn1c(CNC(=O)c2cccs2)nc2ccccc21	-2	9	0	-4	1	-4	0.4	-1	3	0
CC1(C)CC2(OC2c2ccccc2)C(=O)c2ccccc21 (configuration not stated)	1	12	-3	-5	6	0	-0.2	1	5	2
CC1CN(C(=O)/C(C#N)=C2\N=C(NC(=O)c3ccc(F)cc3)c3ccccc32)CC(C)O1 (configuration not stated)	-4	-1	-5	5	2	4	-0.1	5	-6	-3
CCc1nnc(NC(=O)C2Cc3ccccc3CN2S(=O)(=O)CC)s1 (configuration not stated)	3	8	-3	-1	-3	-2	-0.2	-4	12	-1
Cc1cc(C)nc(NS(=O)(=O)c2ccc(NC(=O)CN3C(=O)C4CC=CCC4C3=O)cc2)n1 (configuration not stated)	2	-1	-9	-1	-1	-1	0.3	-4	3	4
CC1COCC(C)N1S(=O)(=O)c1ccc2c(c1)CCN2C(=O)C1CCC1 (configuration not stated)	3	x	2	x	-2	4	0.6	-1	-2	4
CCCN1CCCCC(NC(=O)c2ccccc2OC)C1=O (configuration not stated)	1	-6	1	7	-1	7	-0.4	-1	2	1
C=CCOCCN(CCOCC=C)C1=NS(=O)(=O)c2ccccc21	4	-2	-4	2	-1	5	-0.3	-183	-1	2
COc1ccc2[nH]c(C)cc(=O)c2c1	-2	5	-10	5	3	5	0.1	-7	-1	0
CN(Cc1nc2ccccc2[nH]1)Cc1nc(CC2CC2)no1	-3	-2	-7	1	3	2	-0.9	-1	-2	-2
CCOc1nc(-c2ccccc2)ccc1-c1noc(-c2ccco2)n1	-2	14	-8	-3	15	5	-1.5	-3	4	4
Cc1ccc(NC(=O)CCNC(=O)c2ccccc2Cl)cc1S(=O)(=O)N(C)C	-8	-2	3	9	-4	-8	-0.2	-1	4	-4
COc1ccc(S(=O)(=O)N2Cc3ccccc3CC2C(=O)O)cc1OC (configuration not stated)	2	6	-4	11	1	9	0.0	-1	4	1
COc1ccc(OCC(O)CNS(=O)(=O)c2ccc(NC(C)=O)cc2)cc1 (configuration not stated)	0	11	-8	11	4	3	-0.3	0	-11	-1
COc1ccc(OC)c(CN2C(=O)c3ccccc3C2c2nnnn2C2CCCC2)c1 (configuration not stated)	1	-13	4	-7	-4	0	0.1	5	1	-3
Cc1nc2cc(F)ccc2n1C1CCN(C(=O)c2c(F)cccc2F)CC1	1	-1	-74	7	-2	3	-3.0	-50	5	0
COc1ccc(C(=O)N2CCOCC2)cc1Br	2	-2	1	-4	-1	-3	-0.3	1	1	1
CCC(=O)NC(=S)Nc1ccc(N2CCOCC2)cc1	0	1	3	2	4	3	0.7	5	9	-1
O=C(CCN1C(=O)C2C3CCC(C3)C2C1=O)Nc1ccc(Cl)cc1Cl (configuration not stated)	4	-2	-2	-13	8	2	-0.1	2	8	-2
COc1c(Cl)ccc(Cl)c1C(=O)NC(=S)N1CCOCC1	-2	13	0	-6	-4	16	0.0	0	-5	5
CC(CNC(=O)CCS(=O)(=O)c1ccc2c(c1)NC(=O)CO2)c1ccccc1 (configuration not stated)	0	-5	4	-8	0	0	0.8	3	-2	4
COc1ccc(NC(=O)c2cc(-c3ccc(F)cc3OC)n[nH]2)cc1OC	5	5	3	3	0	-4	-0.4	0	-1	0
O=C(CSc1nc2ccccc2c(=O)n1Cc1ccco1)NCc1ccccc1	8	1	1	21	3	6	0.1	1	4	1
COc1cccc(CN(C)C(=O)c2cccc(S(=O)(=O)NCc3ccccc3)c2)c1OC	-4	12	-2	-8	-6	-7	0.1	-2	-7	5
COc1ccccc1S(=O)(=O)Cc1ccc(C(=O)NCCN2CCCC2)o1	-2	7	2	-1	-1	0	0.8	5	-7	-2
CC(OC(=O)COc1ccc(Nc2ccccc2)cc1)C(=O)N(C)c1ccccc1 (configuration not stated)	-2	4	-4	0	-10	2	1.1	1	-6	0

Random excerpt: 2 compounds from above.
SMILES	Tn7 DDE FP	ARFGAP1 inhibitor	PLCb3 inh	ASAP1 GAP inh	NR1D1 modulator	HGIII-sPLA2 inh	KLK7 zymogen act	PLC-gamma1 inh	DDE Tn6 FP inh	UHRF1 binding
O=C(CCN1C(=O)C2C3CCC(C3)C2C1=O)Nc1ccc(Cl)cc1Cl (configuration not stated)	4	-2	-2	-13	8	2	-0.1	2	8	-2
COc1ccc(NC(=O)c2cc(-c3ccc(F)cc3OC)n[nH]2)cc1OC	5	5	3	3	0	-4	-0.4	0	-1	0

Continued:
SMILES	Tn7 DDE FP	ARFGAP1 inhibitor	PLCb3 inh	ASAP1 GAP inh	NR1D1 modulator	HGIII-sPLA2 inh	KLK7 zymogen act	PLC-gamma1 inh	DDE Tn6 FP inh	UHRF1 binding
CCCCC(=O)NC(=S)Nc1ccccc1C(=O)Nc1ccccc1	3	-6	-4	-7	-6	-1	3.0	-4	12	-1
Cc1ccc(S(=O)(=O)N2CCN(C(=O)Cc3sc(C)nc3-c3ccc(F)cc3)CC2)c(C)c1	0	2	-6	-2	-4	-16	0.3	-5	3	-2
COc1ccc(OC)c(NC(=O)COC(=O)CC2CCCCC2)c1	-4	-4	8	-5	-3	-7	0.1	1	3	1
CC1CN(C(=O)c2cccs2)CCN1C(=O)c1cccs1 (configuration not stated)	2	-7	-1	-2	-3	4	0.3	-1	3	2
CCCN1C/C(=C/c2cccc([N+](=O)[O-])c2)C(=O)/C(=C/c2cccc([N+](=O)[O-])c2)C1	2	1	1	0	-2	-3	-0.3	0	-2	-1
O=C(O)C1CCCN1S(=O)(=O)c1cccc(S(=O)(=O)N2CCCC2C(=O)O)c1 (configuration not stated)	1	-3	3	1	4	4	0.7	-1	1	-3
CSCCCN1CCC(n2nccc2NC(=O)CCCc2ccccc2)CC1	3	-2	-9	8	2	4	-0.2	4	1	1
COc1ccc(C2CC(=O)C=C(NCc3ccccc3)C2)cc1 (configuration not stated)	0	1	-7	-2	-2	-4	-1.1	-4	0	0
CC1(c2ccc(Cl)cc2Cl)NC(=O)N(CC(=O)NC2CCCCC2)C1=O (configuration not stated)	5	-6	-2	-8	-5	9	0.1	3	-5	1
COn1c(SCc2ccc(C)cc2C)nc2ccccc2c1=O	6	-1	1	-6	-6	0	0.0	-5	5	-1
Cc1ccc(-c2cc(N)on2)cc1	-3	17	1	2	-1	9	0.5	-1	0	1
Cc1nc2c(-c3ccccc3)c[nH]n2c(=O)c1Cc1ccccc1	4	8	-20	-8	6	2	-2.4	-12	2	0
O=C(Nc1ccc(Cl)cc1)/C(=C1\CCCN1)[N+](=O)[O-]	0	-13	-5	-23	-1	10	0.8	2	9	1
Cc1cc(=O)oc(C)c1C(=O)Nc1ccc2ncccc2c1	2	1	-68	2	2	4	-0.8	-50	-5	-5
Cc1ccc(C)c(OCCSc2nnc(C)c(=O)[nH]2)c1	-5	-1	-1	-9	3	0	-0.4	2	2	6
Cc1ccc(OCc2cnc(Cl)s2)c(C)c1	6	3	5	4	3	1	0.2	1	-4	6
CCOc1nc2ccccc2cc1C=O	7	0	-6	-1	-1	-1	-1.1	0	6	-1
COc1ccc2c(c1)CC[C@@H]1[C@@H]2CC[C@]2(C)[C@@H](C(=O)O)C[C@@H]12	-5	-3	-6	-8	0	-5	0.1	-2	-7	-2

2 compounds from above with just KLK7 zymogen act and DDE Tn6 FP inh:
| structure | KLK7 zymogen act | DDE Tn6 FP inh |
| --- | --- | --- |
| COc1cccc(CN(C)C(=O)c2cccc(S(=O)(=O)NCc3ccccc3)c2)c1OC | 0.1 | -7 |
| COc1ccccc1S(=O)(=O)Cc1ccc(C(=O)NCCN2CCCC2)o1 | 0.8 | -7 |
